Screens from PubChem BioAssay.
TRPC6 activator: activates the mouse TRPC6 cation channel; B-score at 10 µM; HEK293-TRPC6 membrane potential dye fluorescence; hits give high values; 310,000 tested, 0.13% active;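 active means B-score of the integrated fluorescence ratio above library mean plus 3 SD, and starting fluorescence ratio within library mean plus 5 SD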;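 further: higher score means more depolarization so channel activation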
TRPC4 PAM: allosterically enhances the mouse TRPC4 cation channel; Q9QUQ5; HEK293 TRPC4beta/mu-opioid, DAMGO EC20, Fluo-4 Ca2+ flux; hits give high values; B-score at 10 µM; 310,000 tested, 0.42% active; AID 2227;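 active means B-score of calcium response area above 5 SD of library B-scores, with initial fluorescence ratio within 5 SD of library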;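 further: B-score of integrated fluorescence ratio over time as area under calcium response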
Target sequence (Q9QUQ5 whole entry, looked up): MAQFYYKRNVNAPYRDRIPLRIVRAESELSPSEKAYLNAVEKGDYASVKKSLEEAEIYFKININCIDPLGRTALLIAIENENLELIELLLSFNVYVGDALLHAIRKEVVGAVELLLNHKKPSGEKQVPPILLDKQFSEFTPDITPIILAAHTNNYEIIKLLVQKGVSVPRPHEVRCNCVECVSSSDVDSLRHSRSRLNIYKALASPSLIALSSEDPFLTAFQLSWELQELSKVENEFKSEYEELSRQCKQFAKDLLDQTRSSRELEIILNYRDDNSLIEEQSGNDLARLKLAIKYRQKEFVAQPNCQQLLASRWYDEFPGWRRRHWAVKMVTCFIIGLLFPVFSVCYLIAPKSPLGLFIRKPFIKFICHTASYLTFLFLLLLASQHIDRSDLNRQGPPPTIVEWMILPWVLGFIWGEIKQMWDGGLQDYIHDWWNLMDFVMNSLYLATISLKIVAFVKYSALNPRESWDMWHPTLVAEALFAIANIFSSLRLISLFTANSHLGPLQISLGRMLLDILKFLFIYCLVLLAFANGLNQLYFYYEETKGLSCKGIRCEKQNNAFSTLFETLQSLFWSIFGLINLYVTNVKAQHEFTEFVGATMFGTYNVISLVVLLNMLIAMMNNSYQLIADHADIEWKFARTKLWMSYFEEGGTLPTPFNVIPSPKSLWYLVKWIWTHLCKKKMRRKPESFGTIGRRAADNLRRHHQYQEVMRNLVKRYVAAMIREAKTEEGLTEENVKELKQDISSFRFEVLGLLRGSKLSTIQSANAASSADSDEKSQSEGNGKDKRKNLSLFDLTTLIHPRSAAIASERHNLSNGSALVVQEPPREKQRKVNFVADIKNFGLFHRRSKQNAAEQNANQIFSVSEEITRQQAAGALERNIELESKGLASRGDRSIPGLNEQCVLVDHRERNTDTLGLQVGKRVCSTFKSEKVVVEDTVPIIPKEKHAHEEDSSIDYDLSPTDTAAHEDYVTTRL
RGS4 block: human RGS4 inhibition. P49798. HEK293 M3R/RGS4 inducible, Fluo-4 calcium flux; hits give high values; triggered by carbachol at its EC20. B-score at 10 µM. 310,000 tested, 0.45% active;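 active means B-score, a plate-corrected calcium signal, over three deviations above library mean, with baseline fluorescence within five deviations of library mean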;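 further: RGS4 expression induced by doxycycline in cells with stable M3 receptor; B-score is computed from the integrated fluorescence ratio over baseline after carbachol; higher B-score means a larger calcium signal and so more RGS4 inhibition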
TRPC4 act: TRPC4 (mouse) channel activation; Q9QUQ5; HEK293 TRPC4beta/mu-opioid, Fluo4 calcium fluorescence; hits give high values; B-score at 10 µM; 310,000 tested, 0.49% active;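 active means B-score above 5 SD of library B-scores, and initial fluorescence ratio not above library mean plus 5 SD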;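 further: positive B-score marks a calcium rise read as TRPC4 activation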
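Assay system: HEK293 stable line with TRPC4beta plus mu-opioid receptor; schedule: 45 min room-temperature Fluo4 loading, 110 s read; technique: kinetic Fluo4 calcium fluorescence; evaluation: integrated baseline-normalised fluorescence ratio, converted to per-well B score; controls: buffer (low) and maximal DAMGO (high)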
MrgX1 antag: human MrgX1 receptor antagonism, primary screen. Q96LB2. MRGX1-HEK293 calcium flux, Fluo-4, BAM8-22 antagonism; hits give low values. B-score at 10 µM. 310,000 tested, 1.3% active. AID 588676;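 active means calcium-response B-score plate-corrected more than 3 library SD below zero, starting fluorescence within 5 deviations, no agonist response on first addition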;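 further: peak minus trough fluorescence over baseline after final BAM8-22 challenge near maximal dose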
TMEM16A inh: blocks the mouse calcium-activated chloride channel TMEM16A. HEK293 TMEM16A/YFP iodide influx fluorescence, ionomycin. normalized B-score (activity score, 25-100; higher = stronger inhibition) at 10 µM. 310,000 tested, 1.2% active. AID 588511;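 active means ratio plate-corrected score three or more library SD toward inhibition, starting fluorescence score within five deviations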;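 further: score derived from kinetic fluorescence span divided by baseline fluorescence per well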
TRPC6 inh: blocks the mouse TRPC6 cation channel; Q61143; HEK293-TRPC6, membrane potential dye, ACh-evoked depolarization; hits give low values; B-score at 10 µM; 310,000 tested, 1.1% active; AID 2553;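 active means B-score under library mean minus 3 SD, initial fluorescence not abnormally high, positive integrated signal ratio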;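 further: B-score derived from integrated fluorescence ratio over the kinetic read; more negative B-score means stronger inhibition of depolarization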
ANO1 activ: activates or potentiates the mouse TMEM16A chloride channel. B-score at 10 µM. HEK293 TMEM16A/YFP-H148Q/I152L, iodide quench fluorescence; hits give low values. 340,000 tested, 0.3% active. Q8BHY3;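 active means fluorescence-ratio B-score plate-corrected deviation score at least 3 library SD below zero, with starting fluorescence score within 5 deviations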;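 further: channel opened by trigger with iodide after compound preincubation; score built on the fluorescence ratio of max minus min over baseline; more negative score means more quench and so TMEM16A activation or potentiation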
MrgX1 PAM: allosterically activates human MrgX1 receptor signaling. 310,000 tested, 0.63% active. Q96LB2. B-score at 10 µM. MrgX1-HEK293, Fluo-4 calcium flux, FDSS; hits give high values. AID 588675;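 active means plate-corrected calcium response at least 3 library SD above typical, normal starting fluorescence, not activating the receptor alone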;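 further: compound read alongside a low EC10 to EC30 dose of BAM8-22 agonist; peak minus trough fluorescence over baseline measured at the second addition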
MrgX1 ag: activates human MrgX1 receptor signaling; MrgX1-HEK293 cells, Fluo-4 calcium fluorescence, agonist mode; hits give high values; Q96LB2; 310,000 tested, 0.44% active; B-score at 10 µM;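 active means calcium response B-score plate-corrected fluorescence ratio at least 3 library SD, with starting fluorescence B-score inside 5 SD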
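Assay system: stable human MrgX1 HEK293 cell line. Quantity: 15,000 cells per well. Schedule: cells plated overnight, dye loaded 0.5 h 37 °C, 0.5 h room temperature. Detection: Fluo-4 NW calcium-flux fluorescence, kinetic read. Read-out basis: peak-minus-minimum fluorescence over baseline, converted to B scores. Control set: positive and negative control wells on each plate.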
TRPC4 block: blocks the mouse TRPC4 cation channel | 300,000 tested, 0.39% active | B-score at 10 µM | HEK293 TRPC4beta/mu-opioid, DAMGO-evoked Fluo4 calcium flux; hits give low values;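 active means B-score over 3 SD under the library average, no early fluorescence shift, positive overall ratio signal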
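material = TRPC4beta/mu-opioid receptor HEK293 cell line | probe or stimulus = sequential submaximal and maximal DAMGO stimulation | compound dosing = one concentration per compound | measured by = Fluo4 Ca2+ flux fluorescence | evaluation = integrated fluorescence ratio relative to baseline, converted to per-well B score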
* = called active by the depositor; i = inactive; nt = not tested or not shown.

SMILES	TRPC6 activator	TRPC4 PAM	RGS4 block	TRPC4 act	MrgX1 antag	TMEM16A inh	TRPC6 inh	ANO1 activ	MrgX1 PAM	MrgX1 ag	TRPC4 block
Oc1c(Cl)cc(Cl)cc1/C=N/c1nc(-c2ccc(Cl)cc2)cs1	i	i	i	i	i	i	i	i	i	i	i
O=C(NCCCN1CCOCC1)C(Sc1ccccc1)c1ccccc1 (stereo not given)	i	i	i	i	i	i	i	i	i	i	i
Cc1ccc(N(CC(=O)N/N=C/c2ccc(OC3CSC3)cc2)S(=O)(=O)c2ccccc2)cc1	i	i	i	i	i	i	i	i	i	i	i
CCOC(=O)COc1c(/C=N\O)cc(Cl)cc1OC	i	i	i	i	i	i	i	i	i	i	i
C[C@H](NC(=O)c1nc[nH]c1C(=O)NC1CCN(C(=O)OC(C)(C)C)CC1)C(=O)OC(C)(C)C	i	i	i	i	i	i	i	i	i	i	i
O=C(C(=O)N1CCN(c2cccc(Cl)c2)CC1)N1CCCCC1	i	i	i	i	i	i	i	i	i	i	i
COCc1ccc(C(=O)N(C)C2CCCN(Cc3ccccc3F)C2)o1 (stereo not given)	i	i	i	i	i	i	i	i	i	i	i
CS(=O)(=O)N1CCN(c2ccc(C(=O)NC34CC5CC(CC(C5)C3)C4)cc2[N+](=O)[O-])CC1	i	i	i	i	i	i	i	i	i	i	i
O=[N+]([O-])c1ccc(N2CCN(c3cccc(Cl)c3)CC2)nc1	i	i	i	i	i	i	i	i	i	i	i
CCOc1cc(/C=N/NC(=O)NN(C)c2ncc(C(F)(F)F)cc2Cl)ccc1O	i	i	i	i	i	i	i	i	i	i	i
N/C(=N\OC(=O)c1cccc([N+](=O)[O-])c1)c1cccnc1	i	i	i	i	i	i	i	i	i	i	i
O=C(CSc1ccc2nnc(-c3ccc(F)cc3)n2n1)N1CCCc2ccccc21	i	i	i	i	i	i	i	i	i	i	i
CCc1c(C(C)S(=O)(=O)c2ccc(C)cc2)[nH]c(=O)n1-c1ccc(OC(F)(F)F)cc1 (stereo not given)	i	i	i	i	i	i	i	i	i	i	i
CCN(CC)S(=O)(=O)c1cccc(C(=O)OCC(=O)N2CC(=O)Nc3ccccc32)c1	i	i	i	i	i	i	i	i	i	i	i
O=C(/C=C/c1ccco1)NC(=S)NNC(=O)c1ccco1	i	i	i	i	i	i	i	i	i	i	i
Cc1ccc(N=Nc2cc(C)ccc2O)c(C)c1	i	i	i	i	i	i	i	i	i	i	i
COCc1cc(CN2CCCC2)c(O)c2ncccc12	i	i	i	i	i	i	i	i	i	i	i
Nc1ccc(C(=O)OCC(=O)N2c3ccccc3Sc3ccccc32)cc1[N+](=O)[O-]	nt	nt	nt	nt	i	i	nt	i	i	i	nt
CCCn1c(CCc2ccccc2)nnc1SCC(=O)N1CCCC1	i	i	i	i	i	i	i	i	i	i	i
O=C(Nc1nc(-c2ccc(S(=O)(=O)N3CCCCCC3)cc2)cs1)c1cccs1	i	i	i	i	i	i	i	i	i	i	i
CCOC(=O)c1ccc(NC(=O)CN(c2ccc(C)cc2)S(=O)(=O)c2c(C)n[nH]c2C)cc1	i	i	i	i	-6.2*	i	i	i	i	i	i
Cc1cc(Oc2ccccc2)nc(NCc2ccccc2)n1	i	i	i	i	i	i	i	i	i	i	i
COc1ccccc1C1(CC(=O)N2CCCCC2)CCOC(C(C)C)C1 (stereo not given)	i	i	i	i	i	i	i	i	i	i	i
CCS(=O)(=O)N1CCN(c2ccc(C(=O)NC34CC5CC(CC(C5)C3)C4)cc2[N+](=O)[O-])CC1	i	i	i	i	i	i	i	i	i	i	i
O=c1oc2ccccc2c(N2CCCCC2)c1[N+](=O)[O-]	i	i	i	i	i	i	i	i	i	i	i
CCCN1CCN(C2CCCCC2NS(=O)(=O)c2ccc(Cl)cc2)CC1 (stereo not given)	i	i	i	i	i	i	i	i	i	i	i
O=C1C2CCCCC2C(=O)N1c1ccc(NC2CCN(Cc3ccccc3)CC2)c([N+](=O)[O-])c1 (stereo not given)	i	i	i	43*	i	i	-6.3*	i	i	i	i
CCOC(=O)C1CCN(C(=O)Nc2cccc(Cl)c2)CC1	i	i	i	i	i	i	i	i	i	i	i
Cc1cc(C)c2nc(SCC(=O)N(C)C3CCS(=O)(=O)C3)cc(C)c2c1 (stereo not given)	i	i	i	i	i	i	i	i	i	i	i
CSc1ccccc1NC(=O)C1=CC(c2cccs2)=NS(=O)(=O)N1C	i	i	i	i	i	i	i	i	i	i	i
CCOc1ccc2nc(SCC(=O)c3ccc(O)cc3O)sc2c1	i	i	i	i	i	i	i	i	i	i	i
CC(=O)Nc1ccc(S(=O)(=O)N2CCN(C(C)CCc3ccccc3)CC2)cc1 (stereo not given)	i	i	i	i	i	i	i	i	i	i	i
Cc1nc(C)c(-c2ccc(SCC(=O)Nc3cccc(F)c3)nn2)s1	i	i	i	i	i	i	i	i	i	i	i
O=C(NCc1ccc2c(c1)OCO2)C1CCC(CNS(=O)(=O)c2cccc3nsnc23)CC1 (stereo not given)	i	i	i	i	i	i	i	i	i	i	i
CCOC(=O)CSC1=NC(=O)/C(=C/c2ccc(OC)cc2)S1	i	i	4.8*	i	i	i	i	i	i	i	i
COC(=O)Nc1ccc(S(=O)(=O)NCCCCCC(=O)O)cc1	i	i	i	i	i	i	i	i	i	i	i
CCC(CC)=NNc1ccc([N+](=O)[O-])cc1[N+](=O)[O-]	i	i	i	i	i	i	i	i	i	i	i
CC(C)(C)N1C(=O)c2ccc(C(=O)Nc3ccc(C(=O)O)cc3)cc2C1=O	i	i	i	i	i	i	i	i	i	i	i
CCN(CC)c1ccc2cc(NC(=O)CCC(=O)O)c(=O)oc2c1	i	i	i	i	i	i	i	i	i	i	i
CC(NC(=O)Cc1ccccc1F)c1ccc(F)cc1 (stereo not given)	i	i	i	i	i	i	i	i	i	i	i
CCOC(=O)c1sc(C)c2c1NC(c1ccc(Cl)cc1)NC2=O (stereo not given)	i	i	i	i	i	i	i	i	i	i	i
COc1cccc2cc(C(=O)NCc3ccc(Cl)cc3)c(=O)oc12	i	i	i	i	i	i	i	i	i	i	i
O=C(c1cnc(Cl)c(Cl)c1)N1CCC(Cc2ccccc2)CC1	i	i	i	i	i	i	i	i	i	i	i
O=C(NC1CCCCCCC1)c1ccc(F)cc1	i	i	i	i	i	i	i	i	i	i	i
CN(C)c1ccc(CNC(=O)CCNS(=O)(=O)c2cc(Br)cnc2N)cc1	i	i	i	i	i	i	i	i	i	i	i
O=C(Cc1cccs1)Nc1ccc(S(=O)(=O)Nc2ncccn2)cc1	nt	nt	nt	nt	i	25*	nt	i	i	i	nt
CCCC(=O)Nc1nnc(SCC(=O)N2CCCCC2)s1	i	i	i	i	i	i	i	i	i	i	i
O=c1cc(/C=C/c2ccccc2)oc2c1ccc1ccccc12	i	i	i	i	i	i	i	i	i	i	i
Cc1ccc2nc(-c3ccc(NC(=O)COCC(=O)O)cc3)sc2c1	i	i	i	i	i	i	i	i	i	i	i
CCCCN=C1NN=C(c2cc3ccccc3o2)CS1	i	i	i	i	i	i	i	i	i	i	i
CN1C(C(=O)NCc2cccc(Br)c2)CC2Cn3c(nc4cc5ccccc5cc43)C21 (stereo not given)	i	i	i	i	i	i	i	i	i	i	i
Cc1cccc(C2c3[nH]c4ccccc4c3CCN2Cc2cnn(-c3ccc(F)cc3)c2)n1 (stereo not given)	i	i	i	i	i	i	i	i	i	i	i
O=C(CCn1cnnn1)NC1CCCN(Cc2ccccc2F)C1 (stereo not given)	i	i	i	i	i	i	i	i	i	i	i
COc1ccc2[nH]cc(C(=O)CNc3nc(C)cs3)c2c1	i	i	i	i	i	i	i	i	i	i	i
CCC(=O)NCCc1nc2cc(NC(=O)c3ccccc3Cl)ccc2n1C	i	i	i	i	i	i	i	i	i	i	i
C=CCn1c(NS(=O)(=O)c2ccccc2)c(S(=O)(=O)c2ccc(C)cc2)c2nc3ccccc3nc21	i	i	i	i	i	i	i	i	i	i	i
Nc1n[nH]c(N)c1N=Nc1cccc(F)c1	i	i	i	i	i	i	i	i	i	i	i
COCCNC(=O)C1(C)Oc2ccccc2NC1=O (stereo not given)	i	i	i	i	i	i	i	i	i	i	i
O=C(Cn1cnc2ccccc2c1=O)N1CCN(c2ccc(F)cc2)CC1	i	i	i	i	i	i	i	i	i	i	i
CCNC(=O)/C(C#N)=C/c1c(N2CCCCCC2)nc2ccccn2c1=O	i	i	i	i	i	i	i	i	i	i	i
Going on with the list.
SMILES	TRPC6 activator	TRPC4 PAM	RGS4 block	TRPC4 act	MrgX1 antag	TMEM16A inh	TRPC6 inh	ANO1 activ	MrgX1 PAM	MrgX1 ag	TRPC4 block
COc1ccc(-c2cc3nc4ccccc4n3c(N)c2C#N)cc1	i	i	i	i	i	i	i	i	i	i	i
COc1ccc(NC(=O)C2CCCN(c3nccc(C)n3)C2)cc1 (stereo not given)	i	i	i	i	i	i	i	i	i	i	i
CCCOc1ccccc1OCC(=O)Nc1cc(Cl)ccc1-n1cncn1	i	i	i	i	i	i	i	i	i	i	i
Cc1ccc(OCc2nnc(SCC(=O)O)n2N)cc1	i	i	i	i	i	i	i	i	i	i	i
N#Cc1c(N)n(CCOC(=O)c2ccc(Cl)cc2)c2nc3ccccc3nc12	i	i	i	i	nt	nt	i	i	nt	nt	i
Cc1cc2cc(CN(CCN3CCOCC3)C(=O)Nc3ccccc3F)c(=O)[nH]c2cc1C	i	i	i	i	i	i	i	i	i	i	i
Cc1cc(-c2ccccc2C(=O)Nc2ccccc2O)on1	i	i	i	i	i	i	i	i	i	i	i
Cc1cccc(OCC(O)Cn2c(=N)n(Cc3ccccc3)c3ccccc32)c1 (stereo not given)	i	i	i	55*	i	i	-5.7*	i	i	i	i
CCOc1ccc(S(=O)(=O)Nc2ccc3c(c2)c2c(n3S(=O)(=O)c3ccc(OCC)cc3)CCCC2=O)cc1	i	i	i	i	i	i	i	nt	i	i	i
